ADAM17 inh: ADAM17 inhibitors, primary screen, biochemical, QFRET; Disintegrin and metalloproteinase domain-containing protein 17 (Homo sapiens), P78536; recombinant ADAM17, EDANS/DABCYL FRET peptide cleavage; inhibition, % at 6.95 µM; hit rate 0.83% among 370,000;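 active = inhibition above the mean of compounds lying between control limits plus 3 SD, set per campaign, cut at about 8.5% in these data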;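 also: 0% = DMSO-only wells as the low control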
MBD2 inh: inhibitors of MBD2 binding to methylated DNA, primary screen, biochemical, TR-FRET, DNA-binding domain, human; MBD2 binding to methylated oligonucleotide; inhibition, % at 4.4 µM; hit rate 0.31% among 370,000; Methyl-CpG-binding domain protein 2 (Homo sapiens), Q9UBB5; in the data active = inhibition above about 13%
Tn7 DDE FP: inhibitors of Tn7 peptide binding to fibrin DD(E), primary screen, biochemical, fluorescence polarization, human fibrin, Tn7 probe; Fibrinogen beta chain (Homo sapiens), P02675; inhibition, % at 8.3 µM; hit rate 0.13% among 370,000; FP displacement of FITC-Tn7 peptide from fibrin DD(E); 0% = median of compound wells per plate;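 active = inhibition above the mean of compounds falling within the control limits plus 3 SD of them, cut at about 14% in these data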;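 also: 0% = plate median of compound wells and 100% = 10 µM Aha-Tn7 peptide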
Target sequence (P02675 whole entry, looked up): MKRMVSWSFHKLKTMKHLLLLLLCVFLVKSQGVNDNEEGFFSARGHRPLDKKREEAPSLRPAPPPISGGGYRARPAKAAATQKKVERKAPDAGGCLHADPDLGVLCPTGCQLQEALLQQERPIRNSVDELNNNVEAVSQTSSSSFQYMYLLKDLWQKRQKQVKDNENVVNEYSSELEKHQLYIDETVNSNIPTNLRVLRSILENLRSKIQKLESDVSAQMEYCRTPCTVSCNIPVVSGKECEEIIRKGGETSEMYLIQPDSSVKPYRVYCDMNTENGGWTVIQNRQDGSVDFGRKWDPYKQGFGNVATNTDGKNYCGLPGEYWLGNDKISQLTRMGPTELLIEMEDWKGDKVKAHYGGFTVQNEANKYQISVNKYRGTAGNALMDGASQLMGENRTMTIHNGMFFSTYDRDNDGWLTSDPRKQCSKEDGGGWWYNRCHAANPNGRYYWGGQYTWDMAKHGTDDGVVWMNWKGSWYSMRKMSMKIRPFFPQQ
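system = human fibrin DD(E) protein | quantity = DD(E) 2 µM final | medium = Tris/NaCl/CaCl2 buffer, pH 7.8 | also added = labelled Tn7 tracer, 0.1 µM | compound dosing = single point at 8.3 µM | timing = compound with protein 10 min, then 3 h after probe, room temperature | signal = FP measurement | benchmarks = Aha-Tn7 high control | repeats = one replicate per compound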
UHRF1 binding: UHRF1 methylated DNA binding inhibitors, primary screen, counter-screen for MBD2 inhibitor project, biochemical, TR-FRET, human UHRF1, single concentration; E3 ubiquitin-protein ligase UHRF1 (Homo sapiens), Q96T88; UHRF1 binding to methylated oligo; inhibition, % at 4.4 µM; hit rate 0.75% among 370,000; AID 687016, 2013; in the data active = inhibition above about 21%;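 also: UHRF1 SRA domain binding a hemimethylated CpG hairpin DNA probe; 0% = median of test compound wells and 100% = reference inhibitor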
ARFGAP1 inhibitor: inhibitors of rat ARFGAP1 GAP activity, primary screen, biochemical, fluorescence polarization, GDP tracer; ADP-ribosylation factor GTPase-activating protein 1 (Rattus norvegicus), Q62848; Arfgap1-stimulated ARF1 GTP hydrolysis, GDP FP detection; inhibition, % at 16.5 µM; hit rate 0.26% among 360,000; AID 651572, 2012;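 active = inhibition above a per-plate limit, mean inhibition of low control wells plus 3 SD, cut at about 25% in these data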;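 also: 0% = DMSO wells with enzyme and 100% = wells lacking Arfgap1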
Target sequence (Q62848 1-136 limits assumed): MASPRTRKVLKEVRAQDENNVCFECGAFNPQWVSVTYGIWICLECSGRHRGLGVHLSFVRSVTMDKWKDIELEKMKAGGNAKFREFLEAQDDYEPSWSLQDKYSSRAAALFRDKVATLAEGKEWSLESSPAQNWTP
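material = rat Arfgap1 catalytic domain, aa 1-136 | also added = human ARF1(Δ1-17)-GTP substrate | compound dosing = one concentration, 16.5 µM, DMSO 1.26% | times = GTP hydrolysis reaction 2 h at 25 °C | measured by = FP, GDP Alexa 633 tracer displaced from anti-GDP antibody, 620/688 nm | evaluation = percent inhibition of Arfgap1-stimulated GTP hydrolysis | replication = single well per compound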
Tn6 DDE FP: inhibitors of Tn6 peptide binding to fibrin DD(E), primary screen, biochemical, fluorescence polarization, human fibrin, Tn6 probe; Fibrinogen beta chain (Homo sapiens), P02675; Fibrin DD(E) TRITC-Tn6 fluorescence polarization displacement; inhibition, % at 8.3 µM; hit rate 0.21% among 370,000; AID 720509, 2013;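 active = inhibition above a per-campaign cutoff: mean of compounds within control limits plus 3 SD, cut at about 15% in these data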;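 also: 0% = median of all compound wells on the plate and 100% = blocking peptide control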
PLC-beta3 inh: human PLC-beta3 inhibitors, primary screen, biochemical, fluorescence. AID 720704, 2013. Purified PLC-beta3, fluorogenic substrate. 1-phosphatidylinositol 4,5-bisphosphate phosphodiesterase beta-3 (Homo sapiens), Q01970. hit rate 0.18% among 370,000. inhibition, % at 12.2 µM; in the data active = inhibition above about 11%;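 also: 0% = median of compound wells on plate and 100% = full blocker control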
PLCg1 inh: PLC-gamma1 enzyme inhibitors, primary screen, biochemical, fluorescence, purified enzyme | 1-phosphatidylinositol 4,5-bisphosphate phosphodiesterase gamma-1 (Homo sapiens), P19174 | fluorogenic substrate | inhibition, % at 12.2 µM | hit rate 0.84% among 370,000; in the data active = inhibition above about 9.5%
ASAP1 GAP inh: inhibitors of human ASAP1 ArfGAP activity, primary screen, biochemical, fluorescence polarization; AID 624377, 2012; ASAP1-stimulated ARF1 GTP hydrolysis, GDP FP detection; hit rate 0.19% among 360,000; Arf-GAP with SH3 domain, ANK repeat and PH domain-containing protein 1 (Homo sapiens), …; inhibition, % at 16.5 µM; in the data active = inhibition above about 25%;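 also: 0% = vehicle with enzyme and substrate and 100% = no enzyme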
KLK7 zymogen act: proKLK7 zymogen activators, primary screen, biochemical, fluorescence intensity | Kallikrein-7 (Homo sapiens), P49862 | purified proKLK7, EDANS-DABCYL substrate fluorescence; 100% is mature enzyme control, 0% vehicle | activation, % at 7 µM | hit rate 0.9% among 370,000 | AID 652039, 2013;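 active = activation above the mean of all tested compounds plus 3 SD, computed per campaign excluding outliers beyond control limits, cut at about 13% in these data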
Target sequence (P49862 whole entry, looked up): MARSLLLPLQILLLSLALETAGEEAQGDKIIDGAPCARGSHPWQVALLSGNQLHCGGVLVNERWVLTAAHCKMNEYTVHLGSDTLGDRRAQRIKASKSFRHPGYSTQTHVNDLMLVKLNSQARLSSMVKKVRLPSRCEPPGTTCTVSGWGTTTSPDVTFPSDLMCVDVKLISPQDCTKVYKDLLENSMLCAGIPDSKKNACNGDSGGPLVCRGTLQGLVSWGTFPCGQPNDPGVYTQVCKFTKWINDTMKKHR
Starred values were filed as active, the others as inactive; . = no result given. An unsorted share of the library, and some 4.1% of all compounds hit somewhere here.

SMILES	ADAM17 inh	MBD2 inh	Tn7 DDE FP	UHRF1 binding	ARFGAP1 inhibitor	Tn6 DDE FP	PLC-beta3 inh	PLCg1 inh	ASAP1 GAP inh	KLK7 zymogen act
COC(=O)c1ccc(NC(=O)COc2ccc(C3C(C#N)=C(N)Oc4c3ccc3ccccc43)cc2OC)cc1 (configuration not stated)	6	-3	-8	1	8	-1	-16	-5	16	-0.3
CN1C(=O)Cc2cc(S(=O)(=O)NCCc3ccc(Cl)cc3)ccc21	2	2	2	9	-8	2	-4	0	-5	0.3
CCOc1ccc(CCNC(=O)c2nnc(Cc3ccc(F)cc3)o2)cc1OCC	-1	-4	7	-2	21	9	2	0	20	0.0
COC(=O)c1ccc(/C=C/C(=O)OCC(=O)NCc2cccs2)cc1	-9	2	2	-2	-3	-2	-1	-4	8	-0.5
CC(=O)OCC(=O)C1CCC2C3CCC4=CC(=O)C=CC4(C)C3CCC12C (configuration not stated)	8	2	0	4	0	1	6	5	4	0.9
CC1=C2NC(N)=[N+](Cc3ccc4c(c3)OCO4)CC2n2c(=O)n(-c3ccccc3)c(=O)n2C1 (configuration not stated)	-1	-4	5	1	.	-2	0	-2	.	0.2
CCCSc1nnc(-c2c[nH]c3ccccc23)n1C	-6	4	0	1	3	4	-1	-1	3	0.5
Cc1c(C(=O)Nc2nccs2)oc2ccc(Br)cc12	-8	5	2	2	6	-6	-30	-20	-16	0.1
OC(CNCC(c1ccc(Cl)cc1Cl)c1c[nH]c2ccccc12)c1ccccc1 (configuration not stated)	12*	0	-3	-1	19	-4	1	9	10	1.2
CC1=NN(S(=O)(=O)c2ccc(C)cc2)C(=O)c2ccccc2O1	1	-1	-1	-1	5	-7	0	5	-9	0.2
CC(C)CC1(C(=O)NCc2cc(F)cc(C(F)(F)F)c2)C=CCN1C(=O)c1ccccc1 (configuration not stated)	2	4	-1	5	-1	-11	0	3	17	0.2
CCc1cc2c(NC(Cc3c[nH]c4ccccc34)C(=O)O)nc(C)nc2s1 (configuration not stated)	-13	3	1	3	3	0	-32	-29	-8	0.4
CN(C)S(=O)(=O)c1cccc(NC(=O)C2Cc3ccccc3CN2C(=O)c2ccco2)c1 (configuration not stated)	-4	2	-3	-3	-4	-5	-11	-10	-19	-0.6
COC1C=CC=C(C)C(=O)NC2=CC(=O)C(N)=C(CC(C)CC(OC)C(O)C(C)C=C(C)C1OC(N)=O)C2=O (configuration not stated)	0	-13	-6	-9	2	6	-3	1	7	0.5
O=C(OCCSCCOC(=O)C1CC=CCC1)C1CC=CCC1 (configuration not stated)	-5	5	7	0	-12	1	-1	-3	-19	-0.7
COc1cccc(CNC(=O)CCC2CCCN(C(=O)c3ccoc3)C2)c1 (configuration not stated)	-7	11	9	25*	6	11	-11	-5	0	0.3
Cc1nnc(SCC2=C(C(=O)O)N3C(=O)C(NC(=O)c4cccc(F)c4F)C3SC2)s1 (configuration not stated)	-6	9	1	7	-2	5	-6	8	2	0.3
CCC(=O)NC(=S)Nc1cccc(NC(=O)c2ccccc2Cl)c1	1	6	4	6	13	-10	0	-3	19	0.1
O=C(Nc1c2c(nn1-c1ccc(F)cc1)CS(=O)(=O)C2)c1ccc2c(c1)OCO2	-1	-2	3	3	6	0	-6	-3	-10	-0.5
CCN(CC)S(=O)(=O)c1cc(C(=O)OCC(=O)NC2CCCc3ccccc32)ccc1C (configuration not stated)	5	2	-4	1	-5	0	2	5	5	-0.8
C#CCOCCOCCOCCNc1nc(N2CCN(C(=O)[C@H](CCCN=C(N)N)n3cc(C(N)[C@@H](C)CC)nn3)CC2)nc(N2CCN(C(=O)[C@H](CCC(=O)O)n3cc([C@@H](N)CCCCN)nn3)CC2)n1 (some centres not stated)	-2	5	1	7	0	7	5	1	2	0.3
CN(CC(=O)Nc1nc2ccccc2s1)S(=O)(=O)c1ccc(Cl)cc1	2	1	2	0	7	-8	-2	1	14	-0.3
COc1ccc(/C=N/N(Cc2ccccc2)c2ccccc2)cc1O	0	-4	1	-2	-4	-2	-6	-1	13	-0.2
Cc1ccc(SCCC(=O)NNC(=O)c2ccccc2F)cc1	-2	-6	0	0	2	3	1	-1	12	-0.1
COc1cc2c(cc1OC)C(C)N(C(=O)C1COc3ccccc3O1)CC2 (configuration not stated)	1	-6	-5	1	-5	0	2	4	5	-0.1

More compounds:
SMILES	ADAM17 inh	MBD2 inh	Tn7 DDE FP	UHRF1 binding	ARFGAP1 inhibitor	Tn6 DDE FP	PLC-beta3 inh	PLCg1 inh	ASAP1 GAP inh	KLK7 zymogen act
CC(/C=C/C1[C@H](C)C[C@H](O[C@@H]2O[C@H](CO)[C@@H](O)[C@H](O)[C@H]2O)CC1(C)C)O[C@H]1O[C@H](CO)[C@@H](O)[C@H](O)[C@H]1O (some centres not stated)	-1	-3	-2	-2	13	-6	5	2	4	0.4
O=C(CSc1nc2[nH]ncc2c(=O)[nH]1)N1CCCCC1	-2	4	9	-3	-3	-1	1	1	-3	-0.2
Cn1c2ccccc2c(=O)c2ccc(C#Cc3ccccn3)cc21	-114	2	2	12	15	5	-173	-128	13	-14
COc1ccc(-c2csc(NC(=O)C3=COCCO3)n2)c(OC)c1	-1	-1	8	0	-10	-1	-8	-12	-14	0.2
O=C(CCCN1C(=O)/C(=C/c2cccs2)SC1=S)Nc1cccc(O)c1	5	-2	4	1	6	-3	-5	2	7	0.1
CCCNC(=O)CN(Cc1ccco1)S(=O)(=O)c1ccc(OCC)cc1	1	-2	6	-1	0	-1	5	-1	-18	0.1
C/C=C(\C)CN1CCN(c2ccccc2F)CC1	-1	-3	9	0	-11	3	-1	2	-7	-0.5
Cc1ccnc(NC(=O)c2ccc(S(=O)(=O)c3ccccc3)cc2)c1	1	-5	-2	-1	6	1	0	0	4	-0.1
COC(=O)[C@@]12CCCCC3=C1N(CCC3)C(=O)[C@H]2CC(=O)NCCc1ccccc1OC	-3	-3	1	0	.	6	-1	-2	.	0.3
CCCCOP(=O)(c1ccc(N(C)C)cc1)C(O)c1ccc(OC)cc1 (configuration not stated)	-4	1	0	-2	6	5	-3	1	2	-0.3
O=C(N/N=C(/CC(=O)c1cccs1)C(F)(F)F)c1ccc(O)cc1	3	-2	-5	-3	0	-2	0	0	-7	0.5
COc1ccc(NC(=O)Nc2nnc(N3CCCCC3C)s2)cc1OC (configuration not stated)	1	0	-4	0	12	6	2	2	-8	-0.1
CCOC(=O)c1cccc(NC(=O)C2(S(=O)(=O)c3ccc(Cl)cc3)CC2)c1	0	5	0	-1	-2	-1	0	0	-13	0.4
CC(=O)N1C[C@@H](CN2C(=O)CCC2=O)[C@@H]2C[C@H]1c1ccccc1N2C	-6	-1	-1	2	0	5	2	1	2	0.1
COCCN(C(=O)COC(=O)/C=C/c1cccc(C(F)(F)F)c1)c1c(N)n(CC(C)C)c(=O)[nH]c1=O	-2	-5	-8	-1	10	1	5	0	3	-0.1
CC1CCN(S(=O)(=O)c2ccc(C(=O)OC(C)C(=O)NC3CCCCC3C)cc2)CC1 (configuration not stated)	-2	2	-6	5	-1	-3	-1	2	-6	-0.2
COc1ccc(C2C(C#N)=C(N)N(c3sc4c(c3C#N)CCCC4)C3=C2C(=O)CC(C)(C)C3)cc1OC (configuration not stated)	-3	5	1	-2	-11	-11	-78	-66	2	1.9
O=C(NCCc1ccco1)C(=O)NCC1OCCCN1S(=O)(=O)c1ccc(Cl)cc1 (configuration not stated)	0	0	1	0	-11	8	-5	-1	7	-0.5
Cc1cc(C)n(-c2ccc(C(=O)NC3CCCCC3)cc2)n1	-5	-6	6	1	-8	1	-4	1	1	-0.7
CCCS(=O)(=O)N1CCC(C(=O)NCCCN2CCCC2=O)CC1	0	-6	-11	-1	-2	-4	3	2	5	-0.4
CN(C)CCNC(=O)c1cccc(S(=O)(=O)Nc2ccc(F)cc2)c1	8	3	-10	7	-3	2	6	6	1	0.7
CCOC(=O)c1cc(C#N)c(SCc2ccc(C#N)cc2)nc1C	-3	2	0	-3	-2	3	0	0	-2	-0.2
Nc1ccc2nc(SCc3cccc(F)c3)sc2c1	2	-2	0	-3	1	6	-11	-7	-1	-0.3
COc1ccc(C(=O)N2CCC(n3nccc3NC(=O)C3CC3)CC2)cc1F	-4	-1	2	0	0	0	-7	0	-2	0.7
COc1ccccc1CCC(=O)OCC(=O)NC1CCCC1	3	3	-1	4	-2	2	-1	5	4	-1.1
CCOc1ccc(N(CC(=O)NCc2ccc3c(c2)OCO3)C(=O)c2csnn2)cc1	-4	0	-4	-1	8	-3	-8	-1	-8	-0.2
CC(C)CNC(=O)COC(=O)C1c2ccccc2Oc2ccccc21	0	3	-8	-1	8	13	0	4	4	-0.1
CCc1ccc(C(=O)NNc2ccc(F)cc2F)cc1	-3	-4	1	2	0	-4	-7	0	-7	0.1
COc1cccc(N2CCN(C(=S)Nc3cccc(C)c3)CC2)c1	-4	4	-1	2	10	6	2	1	11	-0.2
COc1cc(/C=C/c2ccc(O)cc2)cc(OC)c1	-3	-6	1	-4	20	-3	-57	-42	16	-4.1

In another format: entries from further up
SMILES,ADAM17 inh,MBD2 inh,Tn7 DDE FP,UHRF1 binding,ARFGAP1 inhibitor,Tn6 DDE FP,PLC-beta3 inh,PLCg1 inh,ASAP1 GAP inh,KLK7 zymogen act
COc1ccc(C(=O)N2CCC(n3nccc3NC(=O)C3CC3)CC2)cc1F,-4,-1,2,0,0,0,-7,0,-2,0.7
O=C(NCCc1ccco1)C(=O)NCC1OCCCN1S(=O)(=O)c1ccc(Cl)cc1 (configuration not stated),0,0,1,0,-11,8,-5,-1,7,-0.5
CC1CCN(S(=O)(=O)c2ccc(C(=O)OC(C)C(=O)NC3CCCCC3C)cc2)CC1 (configuration not stated),-2,2,-6,5,-1,-3,-1,2,-6,-0.2

Printed as active in ADAM17 inh, among the entries above:
mol | ADAM17 inh | MBD2 inh | Tn7 DDE FP | ARFGAP1 inhibitor | Tn6 DDE FP | PLC-beta3 inh | PLCg1 inh | ASAP1 GAP inh | KLK7 zymogen act
OC(CNCC(c1ccc(Cl)cc1Cl)c1c[nH]c2ccccc12)c1ccccc1 (configuration not stated) | 12* | 0 | -3 | 19 | -4 | 1 | 9 | 10 | 1.2

Bioassay records as filed in PubChem BioAssay.
